BoNT-F LC inh: blocks Botulinum neurotoxin F light chain protease; Multiplex microsphere protease cleavage assay, flow cytometry; inhibition, % at 10 µM; actives 0.22% (n = 360,000); AID 588497; in the data active means inhibition above about 35%, passing the limit was not always enough; inconclusive means no clear call, values can overlap the other calls; further: plate controls were buffer without enzyme for full effect and enzyme alone for no effect
Rv3671c protease: Rv3671c (M. tuberculosis) protease inhibition; actives 0.048% (n = 320,000); inhibition, % at 5.96 µM; in the data active means inhibition above about 38%;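 further: extracellular domain of Rv3671c used as enzyme; 0% = enzyme with DMSO and 100% = no enzyme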
Target sequence (P9WHR9 whole entry, looked up, the tested form may be a part): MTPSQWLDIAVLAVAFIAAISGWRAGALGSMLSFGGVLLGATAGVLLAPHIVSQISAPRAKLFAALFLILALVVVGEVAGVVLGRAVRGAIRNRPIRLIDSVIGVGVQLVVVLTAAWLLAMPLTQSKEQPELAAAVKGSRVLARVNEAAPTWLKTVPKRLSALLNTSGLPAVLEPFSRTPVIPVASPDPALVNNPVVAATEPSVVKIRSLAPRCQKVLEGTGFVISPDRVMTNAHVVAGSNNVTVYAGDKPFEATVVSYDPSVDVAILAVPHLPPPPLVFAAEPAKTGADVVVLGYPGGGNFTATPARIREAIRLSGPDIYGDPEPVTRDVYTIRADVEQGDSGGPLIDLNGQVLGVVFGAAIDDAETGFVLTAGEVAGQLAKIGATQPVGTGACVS
Mtb UGM inh: Mtb UDP-galactopyranose mutase inhibition; purified UGM, fluorescence polarization probe displacement; inhibition, % at 10 µM; actives 0.06% (n = 320,000); AID 504406; in the data active means inhibition above about 10%, passing the limit was not always enough; inconclusive means no clear call, values can overlap the other calls
Mtb BioA inh: blocks M. tuberculosis BioA enzyme activity; inhibition, % at 9.99 µM; actives 0.096% (n = 360,000); AID 602481; purified M. tuberculosis BioA enzyme, plate reader; in the data active means inhibition above about 40%; inconclusive means no clear call, values can overlap the other calls
PrPC TRFRET: cell surface PrPC inhibition, primary TR-FRET screen | P04156 | AID 720596 | TR-FRET read-out | inhibition, % at 13.8 µM | actives 0.43% (n = 370,000); in the data active means inhibition above about 24%; further: 0% = median of the test wells and 100% = reference compound wells
FadD28 binding: inhibitors of Mycobacterium tuberculosis FadD28 bisubstrate binding; inhibition, % at 12.5 µM; actives 0.22% (n = 360,000); FadD28 bisubstrate probe binding, fluorescence polarization; in the data active means inhibition above about 8.5%, passing the limit was not always enough; inconclusive means no clear call, values can overlap the other calls
Mtb FBA inh: inhibitors of M. tuberculosis fructose-bisphosphate aldolase | P9WQA3 | actives 2.3% (n = 360,000) | inhibition, % at 1 µM | purified M. tuberculosis FBA, fluorescence read-out | AID 588726; in the data active means inhibition above about 27%;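 further: 0% = vehicle and 100% = reference inhibitor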
Target sequence (P9WQA3 whole entry, looked up): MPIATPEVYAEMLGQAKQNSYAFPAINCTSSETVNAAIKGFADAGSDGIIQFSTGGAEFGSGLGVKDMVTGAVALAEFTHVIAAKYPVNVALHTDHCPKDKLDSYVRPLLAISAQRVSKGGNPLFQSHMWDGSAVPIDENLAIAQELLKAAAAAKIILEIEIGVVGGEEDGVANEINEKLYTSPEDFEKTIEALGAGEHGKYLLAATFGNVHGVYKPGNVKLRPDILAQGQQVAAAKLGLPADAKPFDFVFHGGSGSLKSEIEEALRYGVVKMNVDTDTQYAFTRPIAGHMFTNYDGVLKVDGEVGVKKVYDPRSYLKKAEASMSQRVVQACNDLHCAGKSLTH
MazF activator: increases E. coli MazEF RNase cleavage of RNA. FAM/BHQ RNA-DNA oligo cleavage fluorescence, 5 h. activation, % at 20 µM. actives 0.32% (n = 350,000); in the data active means activation above about 50%
Target sequence (P0AE70 whole entry, looked up): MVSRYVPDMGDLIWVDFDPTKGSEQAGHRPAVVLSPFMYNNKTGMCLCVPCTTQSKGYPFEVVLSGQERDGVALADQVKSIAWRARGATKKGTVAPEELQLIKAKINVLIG
GDH-TPI inh: GDH-TPI coupled enzyme inhibition counter-screen. actives 1.2% (n = 360,000). AID 588335. GDH-TPI coupled enzyme counterscreen, NADH absorbance. inhibition, % at 4.8 µM; in the data active means inhibition above about 30%;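 further: 0% = DMSO wells and 100% = wells lacking the enzyme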
Numbers without * were called inactive; ? = inconclusive; . = no result given; & = joins results of further samples.

molecule	BoNT-F LC inh	Rv3671c protease	Mtb UGM inh	Mtb BioA inh	PrPC TRFRET	FadD28 binding	Mtb FBA inh	MazF activator	GDH-TPI inh
Nc1nc2cc(Cl)ccc2n1N	1	.	.	.	5	-0.6	2	.	.
O=C(COC(=O)c1c2c(nc3ccccc13)CCCCC2)c1ccc(Cl)s1	-1	-27	.	.	0	-0.7	5	-8	6
Cc1cc(Cl)ccc1C(O)c1ncc(-c2ccccc2Cl)[nH]1 (stereo not given)	-6	.	.	0.6	-1	-1.1	-2	.	6
COc1ccccc1C(=O)NC(C)c1nc2ccccc2[nH]1 (stereo not given)	2	0	-1.6	.	3	-2.1	-3	12	1
O=C(N/N=C/c1coc2ccccc2c1=O)c1cc(Br)ccc1O	6	13	0.3	-0.4	7	-4.3	9	-3	0
O=C1CSC(=S)N1N=Cc1ccc(Cl)cc1Cl	-8	.	.	.	-3	-1.0	0	-5	16
NC(=O)CSc1nnc(Cn2c(=O)sc3ccccc32)n1CCc1ccccc1	-2	-4	0.4	-0.8	-7	-0.3	1	-13	2
Cc1ccccc1OCc1nnc(SCC(=O)O)n1Cc1ccccc1	-3	-6	1.7	.	1	0.3	6	-9	7
O=C(Cn1ncc2c([nH]c3ccccc32)c1=O)NCC1CCN(Cc2ccc(F)cc2)CC1	-6	-9	0.3	-1.9	3	-1.9	5	-33	5
CCOc1ccccc1C(=O)Nc1nnc(C(C)C)s1	4	1	3.8	-0.8	0	-1.1	-1	-5	6
COc1cccc(Oc2nc(N)ncc2[N+](=O)[O-])c1	-8	6	0.5	.	-3	.	0	10	8
C[C@H](CO)N1C[C@H](C)[C@@H](CN(C)S(=O)(=O)c2cccs2)Oc2c(NC(=O)c3ccncc3)cccc2C1=O	0	0	2.4	-0.8&-1.2	-7	-2.5	0	-2	8

(continued)
molecule	BoNT-F LC inh	Rv3671c protease	Mtb UGM inh	Mtb BioA inh	PrPC TRFRET	FadD28 binding	Mtb FBA inh	MazF activator	GDH-TPI inh
Cc1ccc(C(=O)NNC(=O)c2ccccc2O)cc1S(=O)(=O)N1CCCCC1	.	6	-1.1	.	0	5.4	-1	-1	9
COc1ccc(C(=O)Nc2nnc(S(=O)(=O)Cc3ccc(F)cc3)s2)cc1	1	-10	1.7	0.4	9	-1.2	4	-3	20
COC(=O)CC1(c2ccc(OC)cc2)C(=O)c2ccccc2C1=O	?	-4	-2.0	2.9	-8	-3.3	-3	-2	-3
COc1cc(C(=O)Nc2ccc(OCC(=O)N3CCOCC3)cc2C)cc(OC)c1OC	12	-20	-4.6	-1.6	-11	-0.8	1	-2	11
Cc1noc(C)c1C(=O)Nc1nc2ccc(S(C)(=O)=O)cc2s1	30	7	7.7	-1.8	-1	-2.4	1	0	54*
Cc1nn(CC(=O)N2CCN(c3ccccn3)CC2)c(=O)c2cc3sccc3n12	1	1	-1.5	8.6	.	-0.4	-3	3	-3
O=C(c1cc(Cl)nc2ccccc12)N1CCN(S(=O)(=O)c2cccc(F)c2)CC1	10	4	-1.7	.	-5	0.3	4	-9	5
O=C(Nc1cccc(C(=O)Nc2ccccc2F)c1)c1ccccc1	?	-4	-1.6	-2.0	9	-0.8	1	5	-2
CCN(CC(=O)Nc1ccc(OC)cc1)CC(=O)Nc1ccc(Br)cc1F	-5	9	-2.2	.	3	-1.6	-1	4	1
COc1cc(/C=N/NC(=O)C(=O)/C=C2\NC(C)(C)Cc3ccccc32)ccc1O	-5	5	-3.5	.	-7	-0.5	-1	14	22
O=C(O)c1ccccc1NS(=O)(=O)c1cccc(C(F)(F)F)c1	-12	-1	-0.4	-0.9	2	2.4	5	-1	-14
CC(C)(C)c1cc(/C=N/O)cc(C(C)(C)C)c1O	1	3	-3.0	-0.2	-5	1.1	-2	-1	-3

Next part:
molecule	BoNT-F LC inh	Rv3671c protease	Mtb UGM inh	Mtb BioA inh	PrPC TRFRET	FadD28 binding	Mtb FBA inh	MazF activator	GDH-TPI inh
CCC(=O)Nc1cc(C(=O)O)ccc1Sc1ccc(C)cc1	-1	3	1.4	.	1	-3.0	0	3	-4
Cc1csc2nc(COC(=O)c3cccc(N(C)C)c3)cc(=O)n12	-10	10	-1.8	-0.1	-2	-3.5	6	7	-6
CC(C)Cc1cc(C(=O)N2CCCC(CO)(Cc3ccc(F)cc3F)C2)n[nH]1 (stereo not given)	2	-15	2.7	-0.3	-1	-1.0	-2	6	1
Cc1ccccc1-c1nc(CN2CCC(C(=O)NCc3cccs3)CC2)c(C)o1	20	1	-0.9	.	-11	-0.5	-2	2	1
CCc1nnc(NC(=O)c2ccc(-c3cc(C(F)(F)F)ccc3Cl)o2)s1	-9	4	-0.1	-3.9	2	-1.0	4	-6	10
COc1ccc(C(=O)C2CCCN(Cc3ccc(C#CCCO)cc3)C2)c(OC)c1 (stereo not given)	0	-2	-0.7	0.9	-3	-5.6	0	9	6
CC(C)OC(=O)CC1=NC(=O)CS1	0	1	-0.2	3.5	-2	-0.5	2	-2	-4
CCOC(=O)C1CCN(C(=O)c2ccc(S(=O)(=O)Nc3ccccc3Cl)cc2)CC1	.	.	.	0.5	1	-0.4	3	-14	1
Cc1n[nH]c(=O)n1-c1ccc(Oc2ccccc2)cc1	-1	-6	-1.4	-3.0	3	1.1	-3	-3	2
Cn1cnnc1SCC(=O)Nc1ccc2ccccc2c1	2	-7	-1.0	5.3	3	-3.2	0	3	-9
CCc1nc2ccc(C(=O)N(CC)CCN(C)C)cn2c1N(C)Cc1cccs1	5	.	.	0.2	0	-2.4	2	.	12
CC(=O)N1CCc2c(sc(NC(=O)CCS(=O)(=O)c3ccccc3)c2C#N)C1	-1	3	0.7	0.8	-4	-4.7	-2	0	5

Following part:
molecule	BoNT-F LC inh	Rv3671c protease	Mtb UGM inh	Mtb BioA inh	PrPC TRFRET	FadD28 binding	Mtb FBA inh	MazF activator	GDH-TPI inh
Cc1cc(OC(=O)c2cccc(Br)c2)c([N+](=O)[O-])c(=O)[nH]1	-4	-5	0.4	-2.0	-2	-1.2	3	7	-2
COC(=O)N(C)c1nc2ccccc2s1	-11	4	4.2	-0.6	3	0.2	0	1	11
Cc1c(Cl)c([N+](=O)[O-])nn1CCCC(=O)Nc1c(Cl)cccc1Cl	-4	5	1.8	.	-15	-3.8	1	-1	-2
C=CCOc1ccc(C2NC(=O)NC(C)=C2C(=O)OC)cc1 (stereo not given)	0	1	0.7	-3.7	1	-1.0	0	2	3
CCCC(C(=O)NC1CCCC1)N(C(=O)c1snc(C(N)=O)c1N)c1ccc(OCC)cc1 (stereo not given)	-2	-3	-0.2	-1.5	4	1.6	-1	7	8
O=c1[nH]c(CSc2nnc(-c3ccccc3)n2C2CCCCC2)nc2ccccc12	3	-4	-0.6	.	-1	0.7	-2	-10	16
N#Cc1ccccc1NC(=O)COC(=O)C1CCN(C(=O)c2ccc(Cl)cc2)CC1	-2	-13	3.3	1.3	4	-1.8	-1	4	3
COc1ccc(NC(=O)c2c3c(nc4ccccc24)CCC3)cc1S(=O)(=O)N1CCOCC1	-4	8	-2.5	0.9	3	-2.5	-3	6	6
C[C@@H]1O[C@@H](O[C@H]2[C@H](Oc3cc(O)c4c(c3)OC(c3ccc(O)cc3)CC4=O)O[C@H](CO)[C@@H](O)[C@@H]2O)[C@H](O)[C@H](O)[C@H]1O (stereo not given in full)	-9	-1	-4.7	0.2	2	-0.2	2	5	11
C[n+]1c(/C=C/c2ccc(O)cc2)ccc2ccccc21	-85	-14	1.0	2.6	-60	0.5	-8	-32	6
O=C(CSc1nc(-c2ccccc2Cl)ns1)Nc1ccc2c(c1)OCO2	-4	-10	-0.7	-1.3	14	-2.1	-4	12	2
COc1ccccc1C(=O)Nc1ccc2nc(SCC(=O)N(C)C)sc2c1	-2	-9	-1.1	.	0	-2.7	0	0	-1

Further structures.
molecule	BoNT-F LC inh	Rv3671c protease	Mtb UGM inh	Mtb BioA inh	PrPC TRFRET	FadD28 binding	Mtb FBA inh	MazF activator	GDH-TPI inh
COc1ccc(C2C(C(=O)Nc3ccccc3)=C(C)N=C3SCC(=O)N32)cc1 (stereo not given)	-2	-9	-0.2	-4.2	-2	0.9	-2	-4	9
CCOC(=O)c1ccc(NC(=O)c2cccc(S(=O)(=O)N3c4ccccc4CC3C)c2)s1 (stereo not given)	-7	-233	4.1	-2.1	0	-2.1	-5	9	8
Oc1ccc(N=Nc2cccc(Cl)c2)cc1C=Nc1ccc(N2CCOCC2)cc1	-12	.	.	.	1	-0.7	-2	0	2
COc1ccc(N2CCN(CC(=O)Nc3sccc3C#N)CC2)cc1	-2	-18	5.1	-0.2	1	-0.4	-1	3	14
Cc1cccc(S(=O)(=O)N(C)C[C@H]2OCc3cnnn3CCCC(=O)N([C@H](C)CO)C[C@H]2C)c1	-4	.	.	0.5&1.1&0.6	2	-1.5	0	4	-3
CCOC(=O)CCC(=O)N1CCNC(=O)C1	-8	-3	1.0	-2.1	2	-3.8	-2	5	1
Cc1c(C(=O)OCC(=O)NCc2ccccc2)oc2ccccc12	5	-4	-0.8	-1.8	-1	0.9	4	-17	-6
CS(=O)(=O)c1cccc(-c2ccc3nncn3c2)c1	0	.	.	3.3	-12	-0.7	3	.	8
O=P(O)(Cc1ccccc1)c1ccccc1	10	.	.	-0.1	7	-3.3	-1	7	-6
COc1cccc(C(=O)CC(=O)C(=O)Nc2ccc(C)cc2Cl)c1	?	0	4.6	2.6	6	-2.3	0	2	6
Cc1ccc(C(=O)CN(CCC(=O)O)C(=O)c2ccncc2)cc1	-1	-5	-1.5	-0.3	5	-3.5	-2	5	6
COc1cc(/C=N/NC(=O)c2cccc(C(=O)N/N=C/c3ccc(O)c(OC)c3)n2)ccc1O	11	.	3.7	2.7	-1	5.5	2	-19	44*

In the list so far, these contain a nitro group on carbon:
molecule	BoNT-F LC inh	Rv3671c protease	Mtb UGM inh	Mtb BioA inh	PrPC TRFRET	FadD28 binding	Mtb FBA inh	MazF activator	GDH-TPI inh
COc1cccc(Oc2nc(N)ncc2[N+](=O)[O-])c1	-8	6	0.5	.	-3	.	0	10	8
Cc1cc(OC(=O)c2cccc(Br)c2)c([N+](=O)[O-])c(=O)[nH]1	-4	-5	0.4	-2.0	-2	-1.2	3	7	-2
Cc1c(Cl)c([N+](=O)[O-])nn1CCCC(=O)Nc1c(Cl)cccc1Cl	-4	5	1.8	.	-15	-3.8	1	-1	-2

(cont.)
molecule	BoNT-F LC inh	Rv3671c protease	Mtb UGM inh	Mtb BioA inh	PrPC TRFRET	FadD28 binding	Mtb FBA inh	MazF activator	GDH-TPI inh
OC(C1=CC(=Cc2ccncc2)c2ccccc21)c1ccncc1 (stereo not given)	-6	.	.	2.8	-5	-2.8	-1	10	23
Cc1cccc(C)c1NC(=O)COC(=O)C1C2CC3OC(=O)C1C3C2 (stereo not given)	4	-1	0.7	4.6	-2	-0.4	-3	-5	-5
CC(=O)c1ccc(NC(=O)C[n+]2ccccc2)cc1	-10	-3	0.4	-1.2	-1	-0.5	1	9	-4
O=C(O)COc1ccc(C(=O)c2ccccc2)cc1	3	7	1.0	-0.4	4	-3.9	1	3	6
CCOC(=O)C1=NN(C(=O)COc2ccccc2)C(O)(c2ccc(Br)cc2)C1 (stereo not given)	-7	2	3.8	.	-3	-2.2	-3	0	6
COCCCNc1nnc(Cc2ccccc2)c2ccccc12	9	-4	0.6	2.4	0	-3.9	1	7	4
COc1ccccc1NC(=O)c1ccc(Cl)c(S(=O)(=O)NCc2ccco2)c1	-8	-1	-1.8	1.1	4	-3.4	0	0	-4
COc1ccc(C2CC(=O)c3sc(N)nc3C2)cc1 (stereo not given)	6	-2	-0.2	1.3	1	-2.0	0	-4	17
Cc1cc(C)n(CCC(=O)Nc2ccc3c(c2)OCCO3)n1	0	0	2.2	0.3	-7	-0.6	0	9	0
O=c1c2ccccc2nc(-c2ccccc2)n1-c1cccnc1	1	0	1.0	0.0	-5	-2.6	0	4	4
CCCN1C(=O)c2ccccc2NC1c1ccc(OC)cc1OC (stereo not given)	0	1	-2.6	1.5	-2	0.6	81*	-4	0
CSCC[C@H](NC(=O)CCNC(C)=O)c1nc2ccccc2[nH]1	-1	7	-4.2	0.0	-3	-1.7	1	-4	-3
COCC(=O)N1C[C@H]2CON(C)[C@H]2C[C@H]1c1cccc(-c2ccccc2)c1	1	.	.	0.0	1	-2.7	-2	3	7
CCCC(=O)N1CCN(c2ccc(NC(=O)c3ccco3)cc2)CC1	-27	-1	-1.9	.	2	-2.3	-4	4	12
CC(C)NC(=O)c1cc2c(=O)n3ccccc3nc2s1	-8	4	-1.0	-0.2	-27	0.8	-3	-4	-12
